12-LOX inh = blocks human arachidonate 12S-lipoxygenase; Potency, µM (series often up to 108 µM), for inactives: top-dose activity change, negative = inhibition, actives largely listed as inhibitors; P18054; purified 12hLO, xylenol orange hydroperoxide absorbance; AID 1671190; actives 1.1% (n = 580,000); active means well fitted inhibition curve with a large enough effect; inconclusive means small, poorly fitted or top-dose-only effect, or another doubt; inactive means no such curve, though single readings can be large or run the other way
Target sequence (P18054 whole entry, looked up): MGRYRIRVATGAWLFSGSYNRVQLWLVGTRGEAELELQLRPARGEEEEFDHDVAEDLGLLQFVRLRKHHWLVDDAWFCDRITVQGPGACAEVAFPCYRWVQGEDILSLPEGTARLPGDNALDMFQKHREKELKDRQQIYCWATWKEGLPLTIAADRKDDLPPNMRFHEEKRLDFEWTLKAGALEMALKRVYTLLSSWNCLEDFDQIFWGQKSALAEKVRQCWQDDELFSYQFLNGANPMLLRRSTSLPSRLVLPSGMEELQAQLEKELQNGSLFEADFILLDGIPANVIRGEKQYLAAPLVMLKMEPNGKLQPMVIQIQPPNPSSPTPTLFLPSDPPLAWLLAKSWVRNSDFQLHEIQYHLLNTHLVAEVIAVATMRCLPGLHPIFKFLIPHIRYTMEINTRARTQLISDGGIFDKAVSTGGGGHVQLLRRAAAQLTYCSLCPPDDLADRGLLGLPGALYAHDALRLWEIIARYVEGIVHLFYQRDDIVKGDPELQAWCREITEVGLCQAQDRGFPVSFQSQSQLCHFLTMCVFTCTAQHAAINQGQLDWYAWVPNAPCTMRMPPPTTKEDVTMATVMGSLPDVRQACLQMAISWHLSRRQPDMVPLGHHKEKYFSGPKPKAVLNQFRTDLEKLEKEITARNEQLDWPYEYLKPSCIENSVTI
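Purified human 12hLO (150 nM final) in 25 mM Hepes, 0.01% Triton X-100, pH 7.0 was preincubated 15 min at room temperature with compound. Then 40 uM arachidonic acid was added, 30 min. Hydroperoxide was read by Fe-XO absorbance ratio 573/405 nm.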
Numbers without * were called inactive; ? = inconclusive; [ ] = dose if it differs, or a comment. On the % scale 0 is the no-effect control and ±100 the full control effect; potency means the concentration at half of the fitted maximal effect.

SMILES | 12-LOX inh
Nc1nccnc1C(=O)Nc1ccc(C(=O)NCc2ccc(F)cc2)cc1 | -4.3%
Cc1nonc1CC(=O)N1CCc2onc(-c3ccc(F)c(F)c3)c2C1 | -0.3%
CCN1Cc2nc(OC)c(CNC(=O)[C@H](O)C3CCCCC3)cc2C1=O | 18.4%
CN(Cc1ccc(C(C)(C)C)cc1)C(=O)C1CCN(C(=O)c2ccc(C(F)(F)F)cc2)CC1 | -46.7%
CC1(C)[C@H]2CC[C@@H](CNC(=O)c3ccc4c(c3)OCO4)[C@@H]1C2 | 8.7%[176 µM]
O=C(c1ccc(F)cc1)N1CCC2(CC1)Cc1ccccc1NC2=O | 41.7%[176 µM]
CC(C(=O)NC(=O)NC1CCCC1)N(C)CC(=O)Nc1ccc(Cl)c(C(F)(F)F)c1 (stereo not given) | 26.8%
CC(C)OCCCNC(=O)CC1=C2CCCCC2N(C(C)C)C1=O (stereo not given) | 13.1%
O=[N+]([O-])c1cccc(-c2noc([C@@H]3C[C@@H](O)CN3Cc3cccc(OC(F)(F)F)c3)n2)c1 | ?
CCCNC(=O)N1CCC(Cc2nc(-c3ccccc3)n[nH]2)C1 (stereo not given) | 6.2%
Cc1ccc(C(=O)CC(SCC(=O)O)c2ccc(Cl)cc2)cc1 (stereo not given) | ?
O=C(CC[C@H]1NC(=O)c2ccccc2NC1=O)NCCCc1nc2ccccc2[nH]1 | 24.4%
NS(=O)(=O)c1ccc(-n2nc(-c3ccncc3)nc2C2CCOC2)cc1 (stereo not given) | 17.5%
Cc1ncsc1CN(Cc1ccccc1)C(=O)CCn1nnnc1CN1CCOCC1 | 13.4%
CCN(CCNC(=O)CC1=C2CCCCC2N(C)C1=O)Cc1ccccc1 (stereo not given) | 4.6%
CN(C(=O)CN1CCN(c2oc(-c3ccco3)nc2C#N)CC1)c1ccccc1 | -22.1%
O=Cc1ccc(OCc2ccc(C(=O)O)cc2)c(Cl)c1 | ?
CCOc1ccccc1NC(=O)Nc1cccc(-c2ccc(N3CCCC3)nn2)c1 | 42.4%[activator]
CCOc1cc2ccccc2cc1C(=O)O | ?
CCCCCCNC(=O)CC#N | ?
CC1(c2ccccc2)N(Cc2ccccc2F)C(=O)OC12CCN(C(=O)c1cnccn1)CC2 (stereo not given) | -6.4%
CCCC1=C(C(=O)OCC)C(c2c(F)cccc2Cl)NC(=O)N1C (stereo not given) | -5.0%
CCCS(=O)(=O)N[C@H]1CO[C@H]2[C@@H]1OC[C@H]2OC(=O)Nc1ccc(C(C)=O)cc1 | 1.9%[176 µM]
CC(=O)N1CCC([C@@H]2CN(Cc3ccc(Br)cc3)C[C@H]2CO)CC1 | 4.8%
N#CC(C#N)=Cc1cc(-c2ccccc2)n(-c2ccccc2)c1-c1ccccc1 | ?

Additional records follow:
SMILES | 12-LOX inh
CN(Cc1cccc(C(F)(F)F)c1)C(=O)C1(c2ccc(Cl)cc2)CCOCC1 | 6.3%[6.33 µM]
O=C(Cc1c(F)cccc1Cl)NC1CCc2nn(CC3CC3)c(=O)n2CC1 (stereo not given) | 43.4%[activator]
O=C(NC12CC3CC(CC(C3)C1)C2)C1CCCCC1 | ?
CCOc1ccc2c(n1)CCN(C(=O)Cc1ccc(F)cc1)C2 | -15.0%
CSCC(=O)N[C@H]1CCN2C(=O)c3ccccc3NC(=O)[C@H]12 | 49.1%[176 µM]
O=S1(=O)NC2(CCN(CCc3ccccc3)C2)COc2ncccc21 (stereo not given) | ?
O=C(CCc1ncc(-c2ccccc2)o1)Nc1ccc2ccccc2n1 | 1.9%
CCNC(=S)N/N=C/c1cccc(F)c1 | -29.5%
COc1ccc(CNC(=O)C2(c3ccc(NC(C)=O)cc3)CCCCC2)c(OC)c1 | 0.6%
CN1CCN(Cc2ccccc2Oc2ccc(C(F)(F)F)cn2)CC1 | 10.3%
Cc1cc(C)c(NC(=O)Cn2c(N(C)Cc3ccccc3)nc(C)cc2=O)c(C)c1 | -0.8%
Cc1cccc(C(C)C)c1NC(=O)c1ccc2ccccc2n1 | ?
COc1cc(NC(=O)Cn2ccnc2)cc(OC)c1 | 1.5%
COc1ccc2c(c1)OC(C)CN(CCNC(=O)c1ccc(-n3cccn3)cc1)C2 (stereo not given) | 7.1%
COc1ccccc1C(=O)NCc1nnc2cc(-c3nc(C)no3)ccn12 | 11.4%
Cc1ccc(C(O)CNC(=O)C2CC=CCC2)cc1 (stereo not given) | ?
O=C(NCc1ccco1)c1cc2c(s1)CCN(C(=O)c1ccc(Cl)cc1)C2 | 13.7%
CC(C)Oc1cccc(-c2nnc(CCC(=O)NCCc3cccs3)c(=O)[nH]2)c1 | 13.1%
CCCC1N=C2c3ccccc3N=C(SCC(=O)Nc3ccccc3)N2C1=O (stereo not given) | ?
CC(=O)NC(C)c1cc(C(C)(C)C)c(O)c(C(C)(C)C)c1 (stereo not given) | -29.9%
COc1cc(C2CC(=O)Nc3c(-c4ccc(C)cc4)csc32)ccc1OCC(N)=O (stereo not given) | ?
FC(F)(F)c1ccc(CNc2cc(Cl)nc3ccnn23)cc1 | 65.7%[activator][176 µM]
COc1ccc(-c2nnc(C(C)Sc3nnc(-c4cccs4)n3C3CC3)o2)cc1 (stereo not given) | 15.0%
CC(C)(C)c1ccc(NC(=O)CCc2nc3ccccc3c(=O)[nH]2)cc1 | 4.2%
CN(C)c1cnn(CC(=O)N2CCCC(c3ccc(Cl)cc3)C2)c(=O)c1 (stereo not given) | 22.4%

Remaining list, next part:
SMILES | 12-LOX inh
CCOc1ccc(NC(=O)c2ccc(-c3nnc4ccc(NC(=O)C5CC5)cn34)cc2)cc1 | 2.9%
O=C(COCC(=O)N(c1ccccc1)c1ccccc1)Nc1ccccc1 | -16.5%
Cc1nc2ncnn2c(N2CCOCC2)c1Cc1ccccc1 | -0.8%
CCOC(=O)c1oc2cc(OC(=O)c3ccccc3OC)ccc2c(=O)c1-c1ccccc1OC | -26.2%
COc1cc(OC)c(C2=CCN(S(=O)(=O)N3CCOCC3)CC2)c(OC)c1 | 13.8%
Cc1ccc(NC(=O)N(C)Cc2nc(-c3ccccc3C)oc2C)cc1F | ?
O=S(=O)(c1cccs1)N1CCc2nc(C3CC3)nc(-c3ccc(Cl)cc3)c2C1 | 14.9%[6.33 µM]
COC(=O)c1ccc(Oc2coc3cc(OCc4ccc(Br)cc4)ccc3c2=O)cc1 | -1.6%
N#CCCCN1CCCC1Cc1ccccc1 (stereo not given) | ?
CC(C)(C)c1ccc(-c2nc3ccccc3s2)cc1 | -28.7%
Cc1ccccc1C(=O)Oc1cccc(C)c1C | -3.2%
O=C(Nc1ccc2oc(-c3cccnc3)nc2c1)c1ccc(Cl)c([N+](=O)[O-])c1 | -6.1%
O=C(Nc1cccc(OC(F)(F)F)c1)c1cc(-c2ccc[nH]2)n[nH]1 | 14.1µM*
Cc1[nH]c2ccc(C(=O)NCCOc3ccccc3)cc2c1C | -5.6%
O=C(COC(=O)c1cccc(S(=O)(=O)NCc2ccco2)c1)c1ccccc1 | ?
CCOC(=O)C1(Cc2cccc(Cl)c2)CCCN(Cc2cnn(C)c2)C1 (stereo not given) | 55.4%[activator]
O=C(NCc1nnc2ccc(-c3ccccc3)nn12)c1ccco1 | 31.7%
Cc1ccnc(NC(=O)c2ccc(Cl)cc2Cl)n1 | 4.9%
O=C(COc1ccccc1Cl)Nc1ccc2oc(-c3ccc(F)cc3)nc2c1 | -10.9%
Cc1ccccc1C1(CC(=O)N2CCCCC2C)CC(=O)N(Cc2cccnc2)C1=O (stereo not given) | -5.6%
Cc1noc(C)c1CCC(=O)N1Cc2[nH]cnc2CC1C(=O)O (stereo not given) | ?
CNC(=O)c1cccc(-c2cnc3[nH]cc(CC(=O)NCc4cccs4)c3c2)c1 | 10.1%[176 µM]
CSCC(=O)N1C[C@@H](NC(=O)Nc2cccc(SC)c2)C[C@H]1C(=O)N[C@H](Cc1c[nH]c2ccccc12)C(N)=O | -16.7%
CCOC(=O)CN1C(=O)N(c2ccc(OC)cc2)[C@H]2CC3c4ccccc4C[C@]3(C)[C@@H](C(=O)N(C)C3CCCCC3)C[C@H]21 (stereo not given in full) | -1.8%
Cc1nc2cnc(N(C)C)nc2n(CCC#N)c1=O | -11.9%

Following part
SMILES | 12-LOX inh
O=C(NC1CCN(c2cc(-c3ccccc3)[nH]n2)C1)c1ccc(Br)cc1 (stereo not given) | 4.7%
COc1cc(-c2ccnc3nc(C4CCCCC4)nn23)cc(OC)c1OC | 16.6%
CCc1ccc(C(=O)COC(=O)CNC(=O)c2ccccc2)cc1 | 28.0%
N#CC1CCN(C(=O)c2nc(-c3cccc(C(F)(F)F)c3)c3ccccn23)CC1 | 14.6%
O=C(Nc1ccccc1)N1CCCC(c2nn(-c3ccc(Cl)cc3)c(=O)[nH]2)C1 (stereo not given) | 3.1%
NC(=O)c1cccnc1OC1CCN(C(=O)c2ccoc2)C1 (stereo not given) | 15.3%
CCCCN1C(=O)C(O)(CC(=O)c2c(C)cc(C)cc2C)c2ccccc21 (stereo not given) | -42.3%
Cc1ccc(OCc2nc(C3CCN(S(=O)(=O)Cc4ccccc4F)C3)no2)cc1 (stereo not given) | 5.9%
CC(=O)NCCc1ccc(C(=O)COC(=O)c2ccc(C)cc2O)s1 | ?
Cc1ccc(C)c(S(=O)(=O)N2C[C@@H](F)C[C@H]2C(=O)N2CCCCC2)c1 | 20.4%
CC(C)NC(=O)c1nc2sccn2c1Br | 16.2%[176 µM]
Cc1noc2c(NCCCn3ccnc3)cc(-c3cccs3)nc12 | 73.4%[activator][176 µM]
Cc1ccc(C(=O)N2CCCC(c3nc(-c4cccnc4)no3)CCNC(=O)CC2)s1 (stereo not given) | 19.0%
COc1ncc(C(=O)N2CC[C@](C)(O)[C@@H](O)C2)nc1OC | 34.7%[activator]
CC(NCCC1(c2ccccc2)CCOC(C)(C)C1)c1ccccc1 (stereo not given) | 0.0%
CCCOc1ccc(C(=O)Nc2ccc3oc(=O)ccc3c2)cc1 | 12.4%
COc1ccc(C(=O)N2CCn3c(nnc3[C@@H]3C[C@@H](O)CN3C(C)C)C2)cn1 | 15.0%
Cn1cnc([N+](=O)[O-])c1Sc1nnc(-c2ccccc2)c(-c2ccccc2)n1 | -16.9%
CN1CCN(c2nc3c(c(=O)[nH]2)CCN(Cc2cn[nH]c2-c2ccc(F)cc2)CC3)CC1 | 31.3%[activator]
O=C(Cn1nc(C(=O)O)c2ccccc2c1=O)c1ccc(C2CCCCC2)cc1 | -2.2%
Cc1noc2nc3c(c(C(=O)N[C@H]4CC[C@H]4N)c12)CCC3 | 67.9%[activator]
Cc1cnc(CCNC(=O)NC(C)(C)C)n1Cc1ccccc1 | 96.5%[activator]
O=C(CN1CCC(C(=O)N2CCOCC2)CC1)N1CCN(c2ccccc2)CC1 | -15.9%
CN1CCN(c2ccc3ncc(Nc4ccccc4F)n3n2)CC1 | 42.3%[activator][176 µM]
COc1ccc(OC)c2c1cc(C(=O)NCCCc1nnc3ccccn13)n2C | 17.7%

Rewritten with each value named: 3 of the compounds above
Cc1noc2c(NCCCn3ccnc3)cc(-c3cccs3)nc12
  12-LOX inh: 73.4%[activator][176 µM]

COc1cc(-c2ccnc3nc(C4CCCCC4)nn23)cc(OC)c1OC
  12-LOX inh: 16.6%

O=C(Cn1nc(C(=O)O)c2ccccc2c1=O)c1ccc(C2CCCCC2)cc1
  12-LOX inh: -2.2%

Ordered by count of non-hydrogen atoms (high to low): part of the list above
SMILES | 12-LOX inh
Cc1ccc(OCc2nc(C3CCN(S(=O)(=O)Cc4ccccc4F)C3)no2)cc1 (stereo not given) | 5.9%
O=C(Nc1ccccc1)N1CCCC(c2nn(-c3ccc(Cl)cc3)c(=O)[nH]2)C1 (stereo not given) | 3.1%
CC(=O)NCCc1ccc(C(=O)COC(=O)c2ccc(C)cc2O)s1 | ?
CCc1ccc(C(=O)COC(=O)CNC(=O)c2ccccc2)cc1 | 28.0%
Cc1cnc(CCNC(=O)NC(C)(C)C)n1Cc1ccccc1 | 96.5%[activator]
COc1ncc(C(=O)N2CC[C@](C)(O)[C@@H](O)C2)nc1OC | 34.7%[activator]

Carrying on:
SMILES | 12-LOX inh
CCCNC(=O)CN(C)Cc1nc2ccccc2o1 | -6.5%
CCCCOC(=O)COc1ccc2c(=O)c(Oc3ccccc3Br)coc2c1 | 2.5%
CC[C@@H]1[C@@H](NC(=O)CSCc2ccccc2Cl)[C@@H]2CCO[C@H]12 | 127.1%[activator]
CCOC(=O)C(Cc1ccccc1)(Nc1ccccc1OC)C(O)c1ccc(C#N)cc1 (stereo not given) | -0.3%
CC(NC(=O)CCc1c[nH]c2ccccc12)c1ccco1 (stereo not given) | -52.7%
CC(C)c1nc2c(c(-c3ccc(O)cc3)n1)CCN(C(=O)c1ccc(F)cc1)CC2 | 22.7%
O=C(Cc1ccc(Cl)cc1)N1CCN(c2ccccc2O)CC1 | 31.6µM*
COc1ccc(-c2cc(C(=O)NCc3cc(C)on3)c3c(c2)N(C)CCO3)cn1 | -50.8%[176 µM]
Cc1ccc(C(=O)c2ccccc2C(=O)OC/C=C/c2ccccc2)cc1C | 1.8%
O=C1NCCOCCCN(S(=O)(=O)c2ccccc2)[C@H]2CCCC[C@@H]12 | 6.4%
CC(NC(=O)C1(N2CCCCC2)Cc2ccccc2C1)c1cnn(C)c1 (stereo not given) | 5.1%
CN(C(=O)c1ccc2ccccc2n1)C1CCc2nn(CC3CC3)c(=O)n2CC1 (stereo not given) | 25.7%
Cc1ccc(C2Cn3nnc(-c4nc(-c5cccc(Br)c5)no4)c3CO2)c(C)c1 (stereo not given) | 19.5%
CCNC(=O)N(C)[C@H]1C[C@H]2c3[nH]c4c(-c5ccccc5)cccc4c3CCN2C(=O)[C@H]1[C@H](C)O | 1.2%
O=C(CSc1ncc(C(F)(F)F)cc1Cl)c1ccc[nH]1 | -7.8%
CN(C)C(=O)c1ccc(-c2nccc(Nc3ccc(F)cc3)n2)cc1 | ?
Cc1c(CC(=O)O)c(=O)oc2c(C)c(OC(C)C(=O)O)ccc12 (stereo not given) | -5.2%
Cc1ccc(-c2ccc(O)c(C)c2)cc1 | ?
COc1cccc(CCC(=O)NCc2nnc3cc(-c4nc(C5CC5)no4)ccn23)c1 | 12.9%

From PubChem

A portion of the library (hit frequency here may not be typical).
